FLuc inh counter = counter-screen for luciferase assay inhibitors: firefly luciferase inhibition; P08659; ATPLite firefly luciferase biochemical luminescence, 10 min; inhibition, % at 10 µM; 200,000 compounds, 1.5% hits; AID 1006;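 active = inhibition above about 50% when tested at 10 µM, limit read from the data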
Target sequence (P08659 whole entry, looked up): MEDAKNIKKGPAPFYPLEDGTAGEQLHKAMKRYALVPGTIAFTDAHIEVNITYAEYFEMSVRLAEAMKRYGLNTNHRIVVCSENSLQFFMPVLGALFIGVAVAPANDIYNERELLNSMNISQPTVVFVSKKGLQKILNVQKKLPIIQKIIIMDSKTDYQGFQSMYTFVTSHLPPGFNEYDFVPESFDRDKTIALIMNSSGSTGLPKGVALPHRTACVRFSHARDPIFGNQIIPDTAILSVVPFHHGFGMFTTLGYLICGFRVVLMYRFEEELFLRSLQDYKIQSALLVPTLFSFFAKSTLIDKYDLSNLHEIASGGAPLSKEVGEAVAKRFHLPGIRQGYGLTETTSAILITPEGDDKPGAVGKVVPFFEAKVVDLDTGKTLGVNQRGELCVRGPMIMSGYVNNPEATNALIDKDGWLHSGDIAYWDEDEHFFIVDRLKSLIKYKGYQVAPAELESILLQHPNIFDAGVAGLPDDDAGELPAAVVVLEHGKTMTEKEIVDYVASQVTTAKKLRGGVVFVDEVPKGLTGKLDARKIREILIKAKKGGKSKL
APP 5UTR inh = APP translation inhibition; 190,000 compounds, 0.82% hits; inhibition, % at 2 µM; SH-SY5Y APP 5'UTR-luciferase reporter, luminescence; AID 1285;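 active = inhibition above a set limit, derived from the sample mean plus 3 SD, cut at about 45% in these data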; note: values of inactives mirror those of a sister screen read the other way
DTT redox prof = compounds producing H2O2 with reducing agent – biochemical, NIH compound library profiling, artefact control for MLSCN library redox annotation, primary screen; AID 878; 200,000 compounds, 0.03% hits; activation, % at 10 µM; DTT-dependent redox cycling H2O2, phenol red/HRP absorbance; 100% = 100 µM peroxide control, 0% = buffer;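 active = activation of at least 50% relative to the plate's high and low controls in the primary single-dose screen; inactive = activation below 50%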;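 note: compound incubated with DTT at 0.8 mM final as the reducing agent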
STAT1 activator = STAT1 signaling activation | NIH 3T3 STAT1-luciferase reporter, IFN-gamma, luminescence; 100% = IFN-gamma alone, no compound | AID 932 | activation (% of control), % at 5.5 µM | 200,000 compounds, 2.6% hits;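 active = activation above the screen-wide mean activation plus 3 SD, cut at about 130% in these data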;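 note: raw ratio to IFN-gamma control signal so 100% means no change and 0% no light; values of inactives mirror those of a sister screen read the other way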
APP 5'UTR act = activates APP 5'UTR luciferase reporter. AID 1276. SH-SY5Y APP 5'UTR luciferase reporter, luminescence; zero percent = DMSO vehicle wells. activation, % at 2 µM. 190,000 compounds, 1% hits;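 active = activation above a set limit, based on mean plus 3 SD of controls, cut at about 140% in these data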; note: values of inactives mirror those of a sister screen read the other way
NF-kB expr up = compounds increasing NF-kB expression in human neuronal cells | NF-kB reporter expression; stronger effect = higher value | fold change at 12.5 µM | 190,000 compounds, 1.6% hits; in the data active = fold change above about 3.3
FLuc act counter = affects firefly luciferase, flagging false hits in luciferase stimulation screens; ATPlite luciferase biochemical, luminescence, 10 min; 0 = ATP-free wells, 1 = DMSO control; activation factor at 10 µM; P08659; AID 1027; 200,000 tested, under 10 active;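 active = luciferase activation factor, scaled between plate controls, of at least 2 with compound at 10 µM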
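Assay system – cell-free luciferase reagent · Medium – PBS-based ATP solution · Dosing – test compounds dosed from 2 mM stocks in 100% DMSO · Timing – 10 min, room temperature · Technique – light output (luminescence) · Measure – luminescence gain marking luciferase activators · Controls – No-ATP low control, compound-free enzyme-plus-ATP high control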
G6PDH CS = counter-screen for G6PDH assay hits: L. mesenteroides G6PDH inhibition | inhibition, % at 5 µM | 200,000 compounds, 0.12% hits | Purified L. mesenteroides G6PDH, diaphorase/resazurin coupled fluorescence, 45 min; in the data active = inhibition above about 50%
Efa HMGR inh = inhibitors of class II HMG-CoA reductase from Enterococcus faecalis | purified E. faecalis HMGR, NADPH absorbance 340 nm kinetic | inhibition, % at 10 µM | 190,000 compounds, 0.41% hits | AID 1066;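 active = inhibition above a set limit, the median over all tested compounds plus 3 SD, cut at about 9.5% in these data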;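 note: enzyme runs in reverse so mevalonate oxidation gives rising NADPH absorbance; 0% = complete reaction with DMSO and 100% = background rate lacking mevalonate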
Hsp70 activator = switches on Hsp70 transcription; activation, % at 10 µM; 200,000 compounds, 0.04% hits; HeLa Hsp70 promoter luciferase reporter, luminescence; scaled: vehicle 0, proteasome-inhibitor control 100%;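 active = activation above the mean across all tested compounds plus 3 SD, cutoff set per campaign, cut at about 5.5% in these data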;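 note: 100% = MG132 at 30 µM as the positive control and 0% = DMSO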
The depositor's hits bear a star; · = not tested or not shown.

The line under a structure holds: APP 5'UTR act	FLuc act counter	G6PDH CS	Hsp70 activator	NF-kB expr up	FLuc inh counter	DTT redox prof	Efa HMGR inh	APP 5UTR inh	STAT1 activator
Cc1ccccc1C(=O)NC(CC(C)C)C(=O)OCC(=O)c1c(N)n(C)c(=O)n(C)c1=O (stereo unspecified)
  1	1.1	-5	-0.2	1	-9	-1.6	-1	-1	101
O=C(O)CCN1C(=O)CC(N2C(=O)/C(=C/c3ccc(Cl)cc3)SC2=S)C1=O (stereo unspecified)
  17	0.9	0	-0.2	1.4	6	-0.1	-6	-17	106
COc1ccc(NC(=O)c2cc(-c3ccccc3Cl)no2)cc1
  17	1	5	0.9	1.8	1	-3.7	0	-17	101
COc1ccc2c(-c3ccccc3)cc(N3CCOCC3)nc2c1
  -9	1	0	0.0	0.9	-2	2.3	-1	9	105
CCCC/C(C)=N\NC(=O)CNS(=O)(=O)c1ccc([N+](=O)[O-])cc1
  2	1.1	2	-0.4	1.5	-9	0.1	0	-2	101
O=C(O)CN1C(c2ccccc2O)Nc2ccc(Br)cc2C1c1ccccc1 (stereo unspecified)
  -2	1	20	-0.3	1.3	-4	0.1	1	2	91
O=C(NCc1cccs1)c1nc2ncccn2n1
  5	1.1	-4	-0.4	1.2	-8	2.2	0	-5	101
CCOC(=O)C1=NOC2COC3(CCN(c4ncccn4)CC3)OCC12 (stereo unspecified)
  18	1	1	-0.3	0.99	-4	-1.1	6	-18	95
Cc1noc(C)c1CSCC(=O)OCC(=O)N1CC(=O)Nc2ccccc21
  -8	1.1	1	0.0	1	-6	-3.7	-4	8	101
Cc1ccc(-c2csc(=S)n2CC(=O)OCC(=O)NC(C)C(C)C)cc1 (stereo unspecified)
  -1	1.1	4	0.7	0.84	-9	-3.3	-7	1	95
O=C(COC(=O)c1ccc(S(=O)(=O)N2CCCCC2)cc1)NCc1ccco1
  4	1.1	5	0.0	1.3	-8	-2.2	-1	-4	102
O=C(Nc1ccc(N2CCCCC2)c(Cl)c1)c1ccc2c(c1)OCCO2
  50	0.8	4	-0.3	1.6	18	0.0	-4	-50	116
COc1ccc(OCc2nnc3n2N=C(c2ccc(OC)cc2)CS3)cc1
  ·	1.1	14	-0.4	1.1	-6	-0.9	-3	·	99
CCn1c(-c2nn(C)cc2Cl)n[nH]c1=S
  2	1	6	-0.4	1.3	1	0.0	-2	-2	99
COc1cccc(-c2noc(N)c2C#N)c1
  -3	1	-3	-0.2	1.3	1	-0.5	1	3	80
CN(C)c1nnnn1-c1cccc(Oc2ncc(C(F)(F)F)cc2Cl)c1
  10	1.1	9	0.3	1.2	-6	-1.1	-3	-10	98
CCc1nnc(NC(=O)CSc2nnc(CNc3ccc(Cl)cc3)o2)s1
  -14	1	10	-0.1	1.1	-3	0.0	-2	14	102
CCOc1ccc(N2CC(C(=O)Nc3cccc(S(=O)(=O)N4CCCCC4)c3)CC2=O)cc1 (stereo unspecified)
  4	1.1	8	0.0	1	-6	-0.7	-3	-4	92
O=C(O)c1ccc(N2CCCCCC2)c(N2C(=O)c3ccccc3C2=O)c1
  2	1.1	5	0.4	1	-7	0.5	1	-2	101
CCOC(=O)CCCNC(=O)COC(=O)c1ccc(O)cc1
  -12	1	2	-0.3	1	1	-0.1	0	12	102
CSc1nnc2c(n1)OC(c1ccccn1)N(C(C)=O)c1ccccc1-2 (stereo unspecified)
  9	1	2	0.1	0.94	-3	-0.5	3	-9	104
CCCOC(=O)Oc1ccc2c(=O)c(Oc3cc(C)cc(C)c3)coc2c1
  19	1	4	-0.3	1.3	0	-0.6	-4	-19	88
CCN1CCN(Cc2c(O)ccc3c(=O)c(-c4ccc(OC)c(OC)c4)c(C(F)(F)F)oc23)CC1
  4	1	10	0.0	1.2	2	0.4	-1	-4	95
Cn1c(=O)n(C)c2cc([N+](=O)[O-])c(N3CCN(S(C)(=O)=O)CC3)cc21
  -13	1.1	4	0.3	0.94	-5	0.5	-2	13	96
O=C(CSc1nncn1-c1ccccn1)Nc1cccc(Cl)c1
  -13	1	8	-0.4	1	-3	-0.6	-6	12	97
Cc1ccc(-c2nn(C)c(=O)c3ccccc23)cc1CN1CCOCC1
  -4	1.1	3	-0.3	0.85	-6	-0.8	-6	4	93
Cn1c(Cn2cnc3ccccc32)nnc1SCC(=O)CC(=O)Nc1ccccc1
  3	1.1	4	-0.2	1.1	-9	0.3	-4	-4	103
Cc1ccc2cccc(OCCOCCOc3ccccc3Br)c2n1
  64	1	-6	-0.1	1.1	-3	-0.5	-1	-64	98
O=C(NN1C(=O)C2C3C=CC(C4CC34)C2C1=O)c1ccc(Cl)cc1 (stereo unspecified)
  -2	1	8	0.0	1.4	2	1.2	-5	2	86
Oc1ccc(-c2[nH]ncc2-c2cnn(-c3ccccc3)c2)c(O)c1
  5	1	12	0.0	1.1	-1	0.3	-14	-5	102
CC1(C)CC(=O)c2sc(NC(=O)c3cccs3)nc2C1
  118	0.1	2	-0.5	3.4*	95*	0.6	-2	-118	103
COC(=O)Cn1cc(/C=C(/C#N)C(=O)N2CCOCC2)c2ccccc21
  -13	1	14	-0.3	0.98	-3	-1.6	-3	13	104
CCOC(=O)C(NC(=O)NCc1ccc(OC)cc1)(OCC)C(F)(F)F (stereo unspecified)
  -19	1	13	-0.3	1.2	-2	0.3	-5	19	103
Cc1ccc(-c2csc(/C(C#N)=C(\O)CCl)n2)cc1
  107	0.8	1	0.2	1.6	19	1.4	1	-107	140*
CN(C)c1ccnc2sc3c(SCc4ccc(Cl)cc4)ncnc3c12
  42	1	6	-0.1	1.3	2	-0.2	-2	-42	96
Cc1ccc(-c2nn(-c3ccccc3)cc2C(=O)N2CCOCC2)cc1
  -19	1	6	-0.1	0.88	-3	-2.7	-1	19	102
O=C(NCc1ccco1)C(c1ccccc1)N(C(=O)Cc1cccs1)c1ccccc1 (stereo unspecified)
  3	1.1	2	0.0	1.1	-6	0.5	0	-3	100
CC(C)(C)Nc1nc(Oc2ccc(=O)[nH]n2)nc(N2CCOCC2)n1
  -19	1	11	-0.3	1	-4	0.0	-7	19	97
COCCn1c(-c2ccccc2)csc1=Nc1cccnc1
  1	1.1	4	-0.2	1.1	-9	-0.6	4	-1	89
O=C(CN1C(=O)NC2(CCCCCC2)C1=O)c1ccc2c(c1)OCCO2
  100	1.1	8	-0.1	2.5	-6	-0.2	-3	-100	160*
Fc1ccccc1COc1ccccc1CNCc1ccncc1
  1	1	7	0.1	0.89	-4	-3.6	1	-1	89
O=Cc1cn(-c2ccccc2)nc1-c1ccc2c(c1)OCCO2
  140*	0.8	9	0.0	6.9*	16	1.3	2	-140	160*
Cc1ccc(-n2c(SCc3ccc([N+](=O)[O-])cc3)nc3ccccc3c2=O)cc1
  14	1.1	3	-0.2	1.3	-6	2.2	0	-14	94
CCCc1cc(=O)[nH]c(SCC(=O)c2cc(C)n(CC(F)(F)F)c2C)n1
  31	1.1	2	-0.5	0.9	-8	0.2	-1	-31	97
CCOc1cc(N2CCOCC2)c(OCC)cc1NC(=O)CCS(=O)(=O)c1ccc(Cl)cc1
  -2	1.1	13	-0.4	1.2	-7	3.5	-7	2	95

Entries of single compounds, quoted from the list. Order of values: APP 5'UTR act | FLuc act counter | G6PDH CS | Hsp70 activator | NF-kB expr up | FLuc inh counter | DTT redox prof | Efa HMGR inh | APP 5UTR inh | STAT1 activator
`CCOC(=O)C1=NOC2COC3(CCN(c4ncccn4)CC3)OCC12` (stereo unspecified) as listed: 18 | 1 | 1 | -0.3 | 0.99 | -4 | -1.1 | 6 | -18 | 95
`Cc1ccc(-c2csc(/C(C#N)=C(\O)CCl)n2)cc1` as listed: 107 | 0.8 | 1 | 0.2 | 1.6 | 19 | 1.4 | 1 | -107 | 140*

Further compounds
The line under a structure holds: APP 5'UTR act	FLuc act counter	G6PDH CS	Hsp70 activator	NF-kB expr up	FLuc inh counter	DTT redox prof	Efa HMGR inh	APP 5UTR inh	STAT1 activator
Cc1occc1-c1nnc(SCC(=O)N2CCOCC2)n1CCc1ccccc1
  3	1	-20	0.3	1.1	-5	-0.5	0	-3	94
O=C(COc1ccc(Cl)cc1)NCc1nnc(SCC(=O)N2CCCC2)o1
  2	1	3	-0.2	1.9	0	-0.9	-5	-2	95
CC(=O)c1ccc(N2CCN(C(=O)/C=C/c3ccc4ccccc4n3)CC2)cc1
  -9	1	-2	0.2	1.4	3	0.1	-1	9	100
O=c1cnc2cc([N+](=O)[O-])ccc2[nH]1
  0	1	16	-0.2	1	-3	-0.8	-3	0	102
CS(=O)(=O)Nc1cccc(C(=O)CC2(O)C(=O)Nc3ccc(Br)cc32)c1 (stereo unspecified)
  -12	1	-2	0.1	0.73	0	0.0	-3	12	96
CC(C)CCOC(=O)C[N+](C)(C)CCOC1CC2CCC1(C)C2(C)C (stereo unspecified)
  -12	1.1	6	-0.1	1.3	-9	-0.6	0	12	76
Cc1ccc(Nc2nc(Oc3ccc(=O)[nH]n3)nc(N(C)C)n2)cc1
  -15	1.1	15	-0.2	0.86	-6	0.5	2	15	93
FC(F)Oc1ccc(/C=N/c2c(-c3ccc(OC(F)F)cc3)nc3n2CCS3)cc1
  6	0.9	3	-0.1	1.1	7	0.3	-4	-6	101
O=c1oc2ccccc2cc1-c1nc2c(s1)CCCC2
  188*	0.3	-7	-0.2	1.7	67*	-0.1	-4	-188	71
COc1ccccc1NC(=O)c1ccc(NC(=O)CN2CCN(C(=O)c3ccco3)CC2)cc1
  13	1	2	0.2	0.74	-3	0.0	-3	-13	100
CCN1C(=O)c2ccccc2S(=O)c2ccc(C(=O)NCCCN3CCCC3=O)cc21 (stereo unspecified)
  -6	1.1	-3	-0.3	1.1	-7	-0.2	1	6	99
Cc1oc(C(C)(C)C)cc1C(=O)Nc1cccc(C(=O)O)c1
  53	0.9	-3	-0.2	2	10	0.4	-1	-53	120
Cc1cccn2c(=O)c3cc(C(=O)NCc4ccco4)c(=N)n(C(C)C)c3nc12
  1	1	2	0.3	1.2	-3	0.7	-13	-1	99
Clc1nnc(N2CCCCC2)c2ccccc12
  -6	1	11	-0.1	1.2	-2	0.5	3	6	98
COc1ccc(-n2c(C)cc(-c3cn4cccc(C)c4n3)c2C)cc1
  17	1.1	6	-0.4	0.98	-6	-1.3	-4	-16	100
Cc1c(NC(=O)CN2CCN(C(=O)c3ccco3)CC2)c(=O)n(-c2ccccc2)n1C
  0	1.1	9	-0.3	0.97	-7	-5.2	-1	0	94
COC(=O)Cn1cc(C(=O)C(C)(C)C)c2ccccc21
  -7	1	8	-0.4	1.1	-3	-1.0	4	7	106
Cc1coc(C)c1C(=O)CC1(O)C(=O)Nc2cc(Cl)cc(Cl)c21 (stereo unspecified)
  -1	1	5	-0.2	1	-1	1.7	-14	1	100
COC(=O)c1ccc(COC(=O)c2ccc(CO)cc2)o1
  -9	1	8	-0.3	1.2	-2	-0.1	-4	9	104
O=C(NCc1ccccn1)c1ccc(Cn2c(=S)[nH]c3ccc(Br)cc3c2=O)cc1
  14	1	-2	-0.3	1.5	1	-0.8	-3	-14	98
Clc1ccc(C2=CC(c3ccco3)n3ncnc3N2)cc1 (stereo unspecified)
  17	1.1	15	0.0	0.79	-9	1.0	2	-17	95
CCSc1nnc(NC(=O)Cn2cnc3c2c(=O)n(C)c(=O)n3C)s1
  24	1	10	-0.2	1	-5	0.2	-8	-24	108

Screens as filed in PubChem.
